Source: PubChem BioAssay
Growth percent in the NCI-60 one-dose screen (48 h, 10 µM unless noted): 100 = growth as untreated, 0 = no growth, -100 = all killed.
T-47D: T-47D breast cancer; actives 5% (n = 79,000)
SK-MEL-2: SK-MEL-2 melanoma | actives 4.7% (n = 77,000) | AID 1794763
MALME-3M: MALME-3M melanoma; actives 5.8% (n = 78,000); AID 1794766
UACC-257: UACC-257 melanoma | AID 1794764 | actives 4.4% (n = 78,000)
BT-549: BT-549 breast cancer | actives 4.4% (n = 78,000)
SK-MEL-28: SK-MEL-28 melanoma. actives 4.1% (n = 81,000)
UACC-62: UACC-62 melanoma. actives 5.4% (n = 81,000)
HS 578T: HS 578T breast cancer | actives 4.1% (n = 78,000) | AID 1794788
* marks the source's active call; other numbers are inactive results; . = not tested or not shown; & = joins results of further samples. How the source made its calls: active means growth percent below 10; inactive means the rest.

Results follow in this order: T-47D	SK-MEL-2	MALME-3M	UACC-257	BT-549	SK-MEL-28	UACC-62	HS 578T
- NC1=NC(c2cccc(Br)c2)c2sc3ccc(Cl)cc3c2N1 (centres undefined)
    89	108	96	99	122	118	84	104
- CN(C)c1ccc(C(=Cc2ccccc2)c2ccc(N(C)C)cc2)cc1
    65	95	98	91	97	97	85	103
- O=C(NCc1ccccc1)/C(=C/c1cccc([N+](=O)[O-])c1)CC(=O)c1ccc(Cl)c(Cl)c1
    87	109	99	99	115	116	93	89
- COc1ccc(/C=C2\SC(=Nc3ccccc3)NC2=O)cc1
    -73*	-85*	-86*	-92*	-72*	-100*	-91*	-48*
- CCCCCCCC(=O)SCC/C=C/[C@@H]1CC(=O)NCc2nc(co2)C2=N[C@@](C)(CS2)C(=O)N[C@@H](C(C)C)C(=O)N1
    87	85	62	.	99	87	85	77
- COc1ccc2oc(=O)cc(-c3nnc(N)s3)c2c1
    88	107	105	112	103	103	90	93
- CCSC(=O)N=Nc1ccc(O)cc1
    .	93	134	98	93	114	77	98
- Cc1ccc2[nH]c(=O)cc(N/N=C/c3ccc(F)cc3)c2c1
    69	78	100	84	90	95	82	86
- CN(C)c1cccc2[nH]c(-c3[nH]ncc3Nc3ccnc(N)n3)nc12
    -18*	-60*	-79*	-66*	-32*	-57*	-85*	-14*
- O=C(C1CCC1)N1N=C(c2ccc(-n3ccc(C(F)(F)F)n3)c(F)c2)CC1c1ccc[nH]1 (centres undefined)
    92	111	100	94	115	104	93	97
- CN(C)C(Br)C(=O)c1ccccc1 (centres undefined)
    93	97	99	104	.	104	103	107
- C=C1C(=O)O[C@H]2[C@H]1CC/C(COC(=O)C(=O)c1cn(C)c3ccc(OC)cc13)=C\CC[C@@]1(C)O[C@@H]21
    -55*	-47*	-75*	-72*	-79*	-65*	-85*	3.2*
- COC(=O)c1c(NC(=O)c2cc(C)oc2C)sc2c1CCCC2
    85	87	103	101	95	98	70	95
- Nc1nc(Nc2ccccc2SSc2ccccc2Nc2nc(N)nc(-c3cccc(F)c3)n2)nc(-c2cccc(F)c2)n1
    86	111	114	107	115	110	94	104
- N#Cc1ccc(-c2nn(-c3ccc(C(=O)O)cc3)cc2CNc2ccc(F)cc2)cc1
    77	102	94	111	81	104	86	96
- CCC/C=C/C(C(=O)OCC)(C(=O)OCC)C(C)C
    105	111	98	101	114	110	97	104
- Cc1[nH]c(C2CC(c3ccccc3)=NN2c2ccccc2)c(C)c1C(=O)O (centres undefined)
    85	103	97	98	103	101	95	93
- NC(=S)N/N=C/c1ccncc1
    .	104	98	100	73	104	100	96
- Brc1ccc(Cn2nnnc2-c2ccn(-c3ccccc3)n2)cc1
    58	63	103	29	77	95	53	78
- CCOC(=O)C(/C=N/C(N)=S)=C(/O)c1ccccc1
    94	115	103	99	101	107	98	99

Quoted at random: six entries already listed, in no set order.
Results follow in this order: T-47D	SK-MEL-2	MALME-3M	UACC-257	BT-549	SK-MEL-28	UACC-62	HS 578T
- C=C1C(=O)O[C@H]2[C@H]1CC/C(COC(=O)C(=O)c1cn(C)c3ccc(OC)cc13)=C\CC[C@@]1(C)O[C@@H]21
    -55*	-47*	-75*	-72*	-79*	-65*	-85*	3.2*
- Nc1nc(Nc2ccccc2SSc2ccccc2Nc2nc(N)nc(-c3cccc(F)c3)n2)nc(-c2cccc(F)c2)n1
    86	111	114	107	115	110	94	104
- Cc1ccc2[nH]c(=O)cc(N/N=C/c3ccc(F)cc3)c2c1
    69	78	100	84	90	95	82	86
- NC1=NC(c2cccc(Br)c2)c2sc3ccc(Cl)cc3c2N1 (centres undefined)
    89	108	96	99	122	118	84	104
- COc1ccc2oc(=O)cc(-c3nnc(N)s3)c2c1
    88	107	105	112	103	103	90	93
- CN(C)c1ccc(C(=Cc2ccccc2)c2ccc(N(C)C)cc2)cc1
    65	95	98	91	97	97	85	103

The results go on.
Results follow in this order: T-47D	SK-MEL-2	MALME-3M	UACC-257	BT-549	SK-MEL-28	UACC-62	HS 578T
- O=C1Nc2ccccc2/C1=C/c1ccc(OCC(=O)c2ccccc2)cc1
    98	113	98	105	118	100	87	94
- COc1ccc(/C=C/C(=O)c2ccc(Oc3ncnc4ccccc34)cc2)cc1
    76	98	74	102	79	103	89	93
- O=C(COC(=O)c1ccc(Br)o1)Nc1nc(-c2ccccc2)cs1
    106	90	101	105	104	111	102	273
- Cc1cc(Cl)nc(SC/C(=N/O)c2ccccc2)n1
    80	105	95	99	99	102	88	95
- CC(=C/c1ccccc1)/C=C1/NC(=S)N(CN2CCCCCC2)C1=O
    88	101	.	80	102	106	96	98
- COC1OC(COCc2ccccc2)C(N)C(OCc2ccccc2)C1OCc1ccccc1 (centres undefined)
    102	120	117	100	122	104	90	95
- OC(Cc1ccncc1)c1ccccc1Cl (centres undefined)
    96	102	207	94	105	123	88	100
- CC(C)(C)CC1(C)NC(=O)NC1=O (centres undefined)
    108	166	111	114	119	116	.	105
- COc1cc(/C(C)=C(\c2ccc(Cl)cc2)c2ccc(OCCN)cc2)ccc1F
    105	113	95	105	115	106	101	102
- CCOC(=O)c1c(N2CCCC2)[nH]c(=O)c(C=Nc2ccc(OC)cc2)c1O
    94	98	88	112	68	134	92	110
- O=C1/C(=C\c2cccc(OCCCCCOc3ccc(Cl)cc3)c2)N=C2SCCCN12
    26	41	.	.	57	59	57	87
- CC(=O)c1cc2ccc(OCC(=O)Nc3cccc(F)c3)cc2oc1=O
    87	99	100	88	92	111	77	96
- COc1cc(/C(C)=N/NC(=O)CSc2nc3ccccc3c(=O)n2Cc2ccc(S(N)(=O)=O)cc2)cc(OC)c1OC
    85	100	103	100	102	105	97	90
- CCCn1c(O)c(N=Nc2ccc(S(N)(=O)=O)cc2)c2ccccc21
    90	112	105	118	98	110	85	99
- O=C(CSc1nc(-c2ccccc2)cc(=O)[nH]1)c1ccc(Cl)cc1
    91	88	117	90	96	118	91	88
- C=C1CCc2occ(C)c2[C@H]2[C@H]1[C@@]13O[C@@]1(C[C@@H](C)C3=O)[C@H]1O[C@@]21C
    102	91	105	.	108	112	95	103
- COc1ccc(/C=C2\C=C(c3ccccc3)N(Cc3ccccc3)C2=O)cc1OC
    76	97	137	90	85	115	74	86
- N#Cc1c(NC(=O)c2cccs2)[n+]([O-])c2ccc(Cl)cc2[n+]1[O-]
    91	59	92	120	113	106	82	57
- CNS(=O)(=O)c1ccc(Cl)cc1
    91	103	100	93	81	105	.	104
- Nc1ccc(-c2nnc(Cn3c(COc4cccc5ccccc45)nc4ccccc43)o2)cc1
    98	96	96	105	104	106	92	110
- Clc1ccccc1-c1nnc(Cn2cnnc2)o1
    92	.	91	108	101	107	99	102
- O=C(/C=C/c1cn(-c2ccccc2)nc1-c1ccc(Br)cc1)NNC(=O)Nc1ccc(Cl)cc1
    89	92	87	98	99	104	86	103
- CCOC(=O)/C=c1\sc2n(c1=O)NC1C(N=2)N(CC)C(=O)N1CC (centres undefined)
    110	107	99	104	113	102	93	107
- CN(C)Cc1ccc(O)c(CN(C)C)c1
    118	108	113	102	114	136	110	97
- COc1cc(/C=C\c2c(-c3cccs3)nc3sccn23)cc(OC)c1OC
    79	101	104	91	107	96	72	80
- Cc1c(C(N)=O)sc2c1c(=O)n(Cc1ccccc1)c1nnc(SCC(=O)Nc3ccc(Cl)cc3)n21
    -24*	0.6*	16	35	68	17	58	6.5*
- COc1ccc(S(=O)(=O)N2CCCCCC2)cc1NC(=O)c1[nH]c(C)c2c1CCCCC2=O
    9.3*	43	56	35	42	50	16	18
- Clc1ccc(-c2cn3ccnc3c(-c3ccc4ncn(C5CCCCC5)c4c3)n2)cc1
    72	89	.	95	76	88	69	94
- Cc1cccc(Cc2cnc(NC(=O)c3ccc4nnsc4c3)s2)c1
    58	83	95	95	105	103	35	109
- Cc1cc(NC(=O)c2ccc3noc(-c4ccccc4)c3c2)ccc1N1CCCC1=O
    86	96	97	93	113	121	91	98
- C=C1C(=O)O[C@H]2[C@H]1CC/C(COC(=O)NCCc1ccc(Br)cc1)=C\CC[C@@]1(C)O[C@@H]21
    -21*	58	74	.	-9.9*	31	-54*	23
- O/N=C\c1ccnc2ccccc12
    101	114	100	110	105	103	105	97
- C=CC(=O)Oc1ccc(C(C)(C)c2ccc(OC(=O)C=C)c(Cl)c2)c(Cl)c1
    91	92	102	97	.	103	91	92
- Nc1nc(-c2ccccc2)cs1
    97&16	82&62	74	98&82	116&31	109&88	107&53	104&56
- CC1=[N+](C)c2ccccc2C1(C)C
    97	107	101	101	110	114	113	98
- Cc1ccc(C2CC(c3cccc(Nc4ccncc4)c3)=NN2c2cc(Cl)cc(Cl)c2)cc1 (centres undefined)
    80	96	1.8*	76	101	-73*	99	63
- Cc1ccc(NC(=O)C(C)Cl)cc1Cl (centres undefined)
    84	90	101	79	70	105	93	100
- Nc1nc(-c2cc3ccccc3o2)cc(=O)c(=O)[nH]1
    104	99	94	.	106	112	95	88
- COC(=O)C1CCC(=O)N1S(=O)(=O)c1ccc([N+](=O)[O-])cc1 (centres undefined)
    99	101	102	106	104	104	100	109
- CCN(c1ccc(Cl)cc1)c1nc(-c2ccc(Br)cc2)cs1
    82	106	99	101	123	112	86	96
- CCOC(=O)/C=C1\S/C(=N\Nc2cc(=O)[nH]c3cccc(C)c23)N(c2ccccc2)C1=O
    78	107	98	110	97	105	94	94
- O=S(=O)(CCN1CCOCC1)Nc1cc(-c2ccc3ncnc(Nc4ccc(F)c(Cl)c4)c3c2)cnc1Cl
    -33*	2.3*	-23*	-3.1*	-9.2*	2.2*	-16*	-18*
- O=C(O)c1cccc([N+](=O)[O-])c1
    109	112	105	107	108	112	101	110
- O=C(/C=C/c1ccc(Br)cc1)c1cccc(OCCCCOc2cccc(C(=O)/C=C/c3ccc(Br)cc3)c2)c1
    90	111	105	99	115	110	97	97
- NC(N)=Nc1ccc(Oc2cccc(NC(N)=Nc3ccc(I)cc3F)c2)cc1
    75	86	83	86	88	86	78	61
- CC[C@]1(O)C[C@@H]2CN(CCc3c([nH]c4ccccc34)[C@@](C(=O)OC)(c3cc4c(cc3OC)N(C)[C@H]3[C@@](O)(C(=O)OC)[C@H](OC(=O)CCCBr)[C@]5(CC)C=CCN6CC[C@]43[C@@H]65)C2)C1
    74	14	39	62	.	67	35	8.9*
- c1ccc(C2=NN(c3ccccc3)C(c3ccccc3)C2)cc1 (centres undefined)
    89	98	123	101	109	119	98	108
- CCOC(=O)c1ccc(NC(=S)NC(=O)c2ccc(Cl)cc2)cc1
    87	105	94	120	94	101	86	125
- CCC(SCC(N)=O)(C(N)=O)C(C)C (centres undefined)
    99	109	95	96	105	98	98	106
- C=C1C(=O)O[C@H]2[C@H]1CC/C(C=Nc1c(N)cc(F)cc1Br)=C\CC[C@@]1(C)O[C@@H]21
    50	87	99	82	85	80	90	90
- O=C(CCl)NNc1nccc(Nc2ccc(S(=O)(=O)Nc3ccncc3)cc2)n1
    16	38	32	52	26	54	31	49
- CCSC1OC(COC(C)=O)C(OC(C)=O)C(OC(C)=O)C1OC(C)=O (centres undefined)
    105	98	109	103	109	113	102	113
- Cn1c(=O)c2c(nc(N3CCOCC3)n2C)n(C)c1=O
    97	.	116	116	108	186	91	160
- CC(C)(O)c1cccc2ccccc12
    95	100	96	99	103	109	98	89

2 entries from above, as tab-separated lines.
smiles	T-47D	SK-MEL-2	MALME-3M	UACC-257	BT-549	SK-MEL-28	UACC-62	HS 578T
CCC(SCC(N)=O)(C(N)=O)C(C)C (centres undefined)	99	109	95	96	105	98	98	106
c1ccc(C2=NN(c3ccccc3)C(c3ccccc3)C2)cc1 (centres undefined)	89	98	123	101	109	119	98	108
